# Assay outcomes as filed in PubChem.
# p53 reactivation = mutant p53 re-activation in reporter cells | H1299 p53-A138V BP100-luciferase reporter, luminescence, 24 h | Potency, µM (doses to about 92.2 µM), inactives show at the top dose activity change, positive = activation, most hits filed as activators | actives 0.063% (n = 320,000) | AID 504706; further: potency means the concentration at half of the fitted maximal effect; % of control where 0% means no effect; nearly all actives have a fitted effect of over 45% in size
#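 H1299 (p53-null), stable ts p53-A138V + BP100-Luc; 1000 cells/well, Opti-MEM/10% FBS; cpd 4 pt, 1:5; 24 h, 37 deg C, 5% CO2; detection reagent 10 min RT; luminescence.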
# BRCA1 expr up = increases BRCA1 expression; actives 1.1% (n = 380,000); Potency, µM (doses to about 46.1 µM), without a hit: at the highest dose activation, most hits filed as activators; MCF7-BRCA1-FFLuc reporter, luminescence, 48 h; response scale: scaled: vehicle 0%, 10 µM genistein 100%; further: potency means the concentration at half of the fitted maximal effect; nearly all actives have a fitted effect of over 80% in size; some results filed as inactive show a strong effect at the top dose
#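 MCF7-BRCA1-FFLuc cells, 2000/well in phenol-red-free MEM, attached 2 h then treated 48 h at 37 C. Luciferase luminescence read 15 min after reagent; normalized to genistein maximum activation (10microM) and DMSO, concentration-response fitted.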
# a7 integrin act = integrin-mediated muscular dystrophy alleviation activation; alpha7betagal myoblasts, beta-gal FDG fluorescence, 48 h; Potency, µM (titrated, usually from 38.3 µM), for the others: top-dose activation, most hits filed as activators; actives 0.064% (n = 350,000); AID 624291;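 further: potency means the concentration at half of the fitted maximal effect; 100% = response of the positive control SU9516; nearly all actives have a fitted effect of over 60% in size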
#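 alpha7betagal+/- myoblasts (passage 13, 250/well) treated 48 h at 37C with compounds at 1:260 dilution of DMSO stock. Lysed, then beta-galactosidase activity read as FDG fluorescence (ex 480/em 540) after 30 min, with pre-read for autofluorescence.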
# B2AR arrestin = recruits beta-arrestin to the human beta2-adrenergic receptor | P07550 | beta-arrestin recruitment to beta2AR, cell-based reporter | Potency, µM (titrated, usually from 46.1 µM), inactives show at the highest dose activation, hits mostly activators | actives 0.02% (n = 330,000);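 further: potency means the concentration at half of the fitted maximal effect; 0% = DMSO controls and full agonism = EC100 isoproterenol or metaproterenol; nearly all actives have a fitted effect of over 65% in size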
# ELG1 repair inh = blocks ELG1-dependent DNA repair in HEK293T cells; actives 2.3% (n = 330,000); HEK293T ELG1-luciferase reporter, luminescence, 16 h; DNA damage induced by 5-fluorouridine; Potency, µM (highest dose often 46.1 µM), for the others: at the highest dose activity change, negative = inhibition, most hits filed as inhibitors; further: potency means the concentration at half of the fitted maximal effect; on the % scale 0 is the no-effect control and ±100 the full control effect; nearly all actives have a fitted effect of over 55% in size
#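 Overnight (16 hr) co-exposure of 2,000 cells/well to 5-fluorouridine and compound at 37 °C preceded detection. Luciferase was quantified via ONE-Glo luminescence; loss of signal denotes inhibition.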
# TCR activator = activators of T cell receptors | primary human leukocytes, anti-CD3, IL-2 HTRF, 48 h | Potency, µM (doses to about 9.22 µM), without a hit: at the top dose activation of IL-2 secretion, usual class: activators | 330,000 tested, under 10 active; further: % of control where 0% means no effect
#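 Human primary leukocytes + a-CD3 beads + cpd, 48 hr; IL-2 in supernatant by HTRF (ex 320nm / em 665nm). No co-stimulatory signal supplied.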
# TRPV1 ag = agonists of human vanilloid receptor 1 (TRPV1) | activation, % at 8.33 µM | TRPV1-expressing cells, Fluo-8 calcium influx, agonist mode | actives 0.19% (n = 320,000) | Q8NER1; in the data active means activation above about 80%; inconclusive means between about 30% and that limit; further: 0% is about no effect
# Target sequence (Q8NER1 whole entry, looked up): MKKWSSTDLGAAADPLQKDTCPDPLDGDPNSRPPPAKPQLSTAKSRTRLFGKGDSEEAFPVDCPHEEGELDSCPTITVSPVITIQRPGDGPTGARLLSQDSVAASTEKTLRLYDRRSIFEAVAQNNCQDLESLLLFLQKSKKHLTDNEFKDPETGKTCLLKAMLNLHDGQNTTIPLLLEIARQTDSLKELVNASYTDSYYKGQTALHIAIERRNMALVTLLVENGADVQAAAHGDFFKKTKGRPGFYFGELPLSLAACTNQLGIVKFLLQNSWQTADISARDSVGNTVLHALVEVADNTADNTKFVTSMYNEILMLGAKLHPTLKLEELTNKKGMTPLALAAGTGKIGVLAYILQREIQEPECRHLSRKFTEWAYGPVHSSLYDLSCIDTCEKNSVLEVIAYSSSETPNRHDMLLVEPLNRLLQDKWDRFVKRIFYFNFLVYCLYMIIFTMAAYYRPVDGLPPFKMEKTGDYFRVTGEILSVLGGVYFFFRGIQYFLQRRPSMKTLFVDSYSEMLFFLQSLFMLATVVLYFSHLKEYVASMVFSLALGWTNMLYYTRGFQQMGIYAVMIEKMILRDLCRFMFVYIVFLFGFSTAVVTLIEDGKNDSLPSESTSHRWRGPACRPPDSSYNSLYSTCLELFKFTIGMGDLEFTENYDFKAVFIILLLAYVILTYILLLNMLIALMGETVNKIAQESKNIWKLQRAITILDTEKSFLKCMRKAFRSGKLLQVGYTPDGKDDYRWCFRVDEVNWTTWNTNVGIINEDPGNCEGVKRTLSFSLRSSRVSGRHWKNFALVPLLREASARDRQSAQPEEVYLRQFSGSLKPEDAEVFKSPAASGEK
#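 TRPV1-expressing cells were cultured overnight at 35.5C and loaded with Fluo-8 calcium dye for 40 to 90 min at room temperature. After a 10 s baseline, compound was added and calcium influx was read kinetically for 3 min (ex 480/em 520 nm).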
# AT treatment = potential ataxia-telangiectasia treatments restoring KAP-1 phosphorylation; Potency, µM (top dose mostly 57.5 µM), inactives show at the highest dose activation, actives largely listed as activators; […] A-T fibroblasts, KAP-1 phosphorylation AlphaLISA; neocarzinostatin DNA damage 30 min before lysis; actives 0.19% (n = 320,000); further: potency means the concentration at half of the fitted maximal effect; % of control where 0% means no effect; nearly all actives have a fitted effect of over 45% in size
#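 ATM-like activity read as KAP-1 phosphorylation via AlphaLISA donor/acceptor antibody pairs after lysis and 6 hr at 25C. Cells were ATM-null patient fibroblasts ([…], hTERT), dosed 60 min, then exposed to the DSB inducer NCS for 30 min.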
# PTAP TSG101 blk = blocks PTAP/TSG101 interaction to inhibit HIV-1 budding; Fluorescence polarization, FITC-PTAP peptide / Tsg101 binding; Potency, µM (highest dose often 115 µM), without a hit: at the top dose activity change, negative = inhibition, actives largely listed as inhibitors; 340,000 tested, under 10 active; active means well fitted inhibition curve with a large enough effect in the main read-out, with a control signal flat, not every such curve was filed as active; inconclusive means small, poorly fitted or top-dose-only effect, or effect the other way, or a change in a side signal; inactive means no such curve, though single readings can be large or run the other way; further: potency means the concentration at half of the fitted maximal effect; % of control where 0% means no effect
#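 Tsg101 binding domain (10 uM final) was mixed with compound and a FITC-labeled PTAP peptide (50 nM final) in HEPES pH 7.5 buffer with NaCl, Tween 20, EDTA and TCEP; fluorescence polarization was read after 20 min at r.t.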
# MLL CXXC-DNA inh = MLL CXXC-DNA interaction inhibition; Q03164; Potency, µM (doses to about 115 µM), for the others: at the highest dose activity change, negative = inhibition, usual class: inhibitors; MLL-CXXC / FITC-HOXA9 DNA fluorescence polarization; actives 0.037% (n = 290,000); active means well fitted inhibition curve with a large enough effect in the polarisation, with a control signal flat, not every such curve was filed as active; inconclusive means small, poorly fitted or top-dose-only effect, or effect the other way, or a change in a side signal; inactive means no such curve, though single readings can be large or run the other way; the % refers to the polarisation; further: potency means the concentration at half of the fitted maximal effect
#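 Fluorescence polarization: 7 uM MLL-CXXC (stock) preincubated 5 min with compounds, then 50 nM fluorescein-HOX-A9 DNA (stock) added; 30 min ambient. Buffer 50 mM Tris-HCl pH 7.5, 50 mM NaCl, 1 mM DTT, 0.05% BSA.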
# An asterisk follows results filed as active; u = inconclusive; x = not tested or not shown; & = joins results of further samples; [ ] = remark or other dose. Unless noted, the call rests on the fitted dose curve; in most records, active means well fitted curve in the direction sought with a large enough effect; inconclusive means small, poorly fitted or top-dose-only effect, or another doubt; inactive means no such curve, though single readings can be large; an effect the other way counts as inactive or inconclusive.
SMILES,p53 reactivation,BRCA1 expr up,a7 integrin act,B2AR arrestin,ELG1 repair inh,TCR activator,TRPV1 ag,AT treatment,PTAP TSG101 blk,MLL CXXC-DNA inh
CCOC(=O)c1c(CSC(=N)N)n(-c2ccc(C)cc2)c2cc(Br)c(OC(C)=O)cc12,-9%,-60%,u,-0.1%,u,-16%,-1,-9%,-10%,u
CCn1cc([N+](=O)[O-])c(C(=O)N2CCN(C(=O)c3ccco3)CC2)n1,-1%,-8%,23%,-1.4%,3%,0%[46.1 µM],0,-9%,-5%,3%
O=C1C(=O)c2ccccc2C(O)=C1c1ccccc1F,-1%,-15%,13%,0.2%,-12%,13%,-1,-5%,-8%,-3%
Cc1ccc2c(c1)NCC(C(=O)NCc1ccccc1)O2 (configuration not stated),8%,3%,4%,0.0%,20%,7%,2,1%,-1%,10%
CSc1nc2ccc(NC(=O)NC(=O)c3c(F)cccc3F)cc2s1,7%,76%,16%,-0.5%,14%,4%,-1,-1%,-7%,12%
CCOc1ccccc1NC(=O)c1cccc(NC(=O)CC(c2ccccc2)c2ccccc2)c1,3%,-49%,-12%,-0.4%,-25%,3%,-2,-3%,2%,21%
O=C(Nc1nnc(-c2ccccc2)o1)c1cc(-c2cccs2)nc2ccccc12,u,-11%,-1%,-0.5%,-10%,-2%,0,-12%,-4%,6%
COCCn1c(CCC(=O)O)ccc1-c1cccs1,0%,24%,0%,0.0%,-6%,1%,7,-4%,5%,5%
Cn1cccc1/C=N/n1c(-c2ccco2)n[nH]c1=S,-6%,-1%,0%,0.1%,-6%,-2%,1,-1%,-1%,-6%
COC(=O)Nc1nnc(COc2cccc(C)c2)s1,2%,28%,6%,0.2%,0%,5%,8,2%,0%,-3%
Cc1ccccc1-c1nnc(SCC(=O)Nc2ccc(Cl)cc2)n1N,-4%,8%,9%,0.6%,12%,1%,16,11%,-3%,5%
Nc1nc(SCC(=O)Nc2cc(C(F)(F)F)ccc2Cl)[nH]c(=O)c1NC(=O)c1ccco1,-16%,19%,-3%,-0.6%,6%,-3%,0,1%,-1%,4%
COc1ccc(NC(=O)C2CCC(CNS(=O)(=O)c3csc(C(N)=O)c3)CC2)cc1OC (configuration not stated),6%,7%,u,0.2%,9%,-5%,-1,-2%,-2%,5%
N#Cc1c(NC(=O)CCC(=O)O)sc2c1CCCC2,2%,16%,6%,0.1%,16%,1%,3,-2%,-5%,-2%
Cc1cc(-c2nc(C)c(C(=O)NNS(=O)(=O)c3ccc(Cl)cc3Cl)s2)no1,0%,-19%,1%,2.9%,13%,-7%,0,-4%,0%,26%
CCC1=NN(C(=O)c2cccnc2)C(O)(C(F)(F)F)C1 (configuration not stated),-3%,-14%,19%,-0.3%,-1%,0%[46.1 µM],2,-10%,2%,2%
COc1ccc([N+](=O)[O-])cc1N(CC(O)CN(CC(C)C)CC(C)C)S(=O)(=O)c1ccccc1 (configuration not stated),2%,-80%,-9%,-1.4%,7%,3%,1,15%,-8%,3%
CCOC(=O)CNC(=O)CN1CCCN(S(=O)(=O)c2ccc(Br)s2)CC1,-7%,0%,-17%,-1.1%,-8%,7%,x,10%,-5%,2%
O=c1cc(N2CCCCC2)c(-c2ccccc2)nn1Cc1cccc(Cl)c1,6%,-31%,21%,-0.6%,9%,0%,u,3%,-2%,-1%
O=[N+]([O-])c1ccc(NC(=S)N2CCc3ccccc3C2)cc1,22%,-5%,13%,0.0%,-14%,2%[46.1 µM],-4,-2%,-1%,6%

# In the list so far, two have a CF3 group.
SMILES,p53 reactivation,BRCA1 expr up,a7 integrin act,B2AR arrestin,ELG1 repair inh,TCR activator,TRPV1 ag,AT treatment,PTAP TSG101 blk,MLL CXXC-DNA inh
Nc1nc(SCC(=O)Nc2cc(C(F)(F)F)ccc2Cl)[nH]c(=O)c1NC(=O)c1ccco1,-16%,19%,-3%,-0.6%,6%,-3%,0,1%,-1%,4%
CCC1=NN(C(=O)c2cccnc2)C(O)(C(F)(F)F)C1 (configuration not stated),-3%,-14%,19%,-0.3%,-1%,0%[46.1 µM],2,-10%,2%,2%

# Additional structures:
SMILES,p53 reactivation,BRCA1 expr up,a7 integrin act,B2AR arrestin,ELG1 repair inh,TCR activator,TRPV1 ag,AT treatment,PTAP TSG101 blk,MLL CXXC-DNA inh
CCC(=O)n1nc(-c2ccc(Cl)cc2)nc1SC,u,10µM*,16%,-0.1%,u,9%[46.1 µM],0,x,-6%,65%[activator]
CC(C)N1CCN(Cc2cccc(-n3cccn3)c2)CC1CCO (configuration not stated),-2%,5%,21%,-0.9%,-5%,3%,0,4%,-2%,7%
Cc1cccc(Oc2ccc(S(=O)(=O)N3CCCCC3)cc2N)c1,-3%,-20%,6%,0.1%,u,-5%,11,6%,-8%,0%
C=CCOc1cccc(/C=N/NC(=O)CC(=O)NC2CCCCC2)c1,0%,-4%,0%,0.0%,7%,2%,2,-11%,-1%,-5%
CCCc1c(C(=O)N/N=C/c2cccs2)nnn1-c1nonc1N,2%,-11%,23%,-0.1%,12%,-8%,29,-2%,-3%,0%
COc1ccc(OC)c(S(=O)(=O)N2CCN(CC(O)CN3CCOCC3)CC2)c1 (configuration not stated),3%,-5%,4%,0.3%,10%,-14%,-2,-4%,-1%,x
CCOC(=O)N1CCN(C(=O)/C(=C/c2ccc(Br)cc2)NC(=O)c2ccc(OC)cc2)CC1,-1%,-10%,-5%,-3.2%,6%,2%[46.1 µM],0,-1%,-1%,-3%
COc1ccc(N(CC(=O)Nc2cc(C(=O)O)ccc2C)S(=O)(=O)c2c(C)noc2C)cc1,-1%,-6%,24%,-0.5%,16%,2%,-1,2%,-3%,-14%
Cc1cc2nc(-c3ccc(SCc4ccc(C#N)cc4)nc3)[nH]c2cc1C,10%,-29%,19%,4.1%,u,0%,23,-8%,0%,2%
CCC(=O)Nc1c(C)c(CC)nc2ccccc12,4%,0%,-9%[7.66 µM],5.6%,-4%,x,2,6%,-5%,0%
CCOC(=O)C1(Cc2cccc(Cl)c2)CCCN(C(=O)CN2C(=O)CSC2=O)C1 (configuration not stated),-5%,32%,43%,-0.6%,21%,3%,1,8%,-3%,7%
O=[N+]([O-])c1c(O)c(Cl)cc(Cl)c1Cl (tested in a mixture with another compound),x,-55%,12%,x,x,-2%,x,x,-11%,x
O=C(COC(=O)COc1ccc(Cl)cc1)NCCNC(=O)COC(=O)COc1ccc(Cl)cc1,-4%,-5%,-1%,-0.2%,18%,-29%,-5,-11%,-2%,x
COCCSc1ccccc1C(=O)NCc1ccco1,-5%,-1%,-31%,-0.4%,-4%,1%,4,1%,-3%,-5%
Cc1cc(C)c(NC(=O)CN2CCN3CCCC3C2)c(C)c1 (configuration not stated),6%,-19%&5%,22%&5%,-0.4%,2%,-31%&6%,0,-3%,-2%&2%,1%
COc1cccc(OCC(=O)O/N=C(\N)c2ccncc2)c1,u,74%,2%,0.0%,u,1%,1,3%,-2%,6%
COc1ccccc1CNC(=O)C(CCSC)NC(=O)c1cccc(S(=O)(=O)N2CCOCC2)c1 (configuration not stated),-2%,-15%,6%,-0.2%,-21%,-3%[46.1 µM],x,-4%,-4%,x
O=C(Cn1c(=O)oc2ccccc21)Nc1ccc(F)c(F)c1,1%,0%,0%,-0.5%,3%,-2%,5,-3%,1%,13%
O=C1CSC(=Nc2cccc(C(=O)O)c2)N1,5%,5%,7%,-1.1%,u,x,3,1%,1%,-3%
NS(=O)(=O)c1ccc(NC(=S)N2CCN(c3ccc(Cl)c(Cl)c3)CC2)cc1,-13%,-28%,9%,-1.5%,-2%,-1%[46.1 µM],13,0%,-1%,-8%
COc1ccc2c(c1)CCc1c(C(=O)N3CCCCCC3)noc1-2,u,u,-14%,0.5%,u,x,18,1%,x,-1%
CCC(CO)[n+]1c(C)cc(/C=C2\Sc3ccccc3N2Cc2ccccc2)cc1C (configuration not stated),-17%,-88%,-69%[inhibitor],9.7%,u,4%[46.1 µM],17,-4%,11%,u
CCCC1(C2CCCC2)NC(=O)NC1=O (configuration not stated),x,-5%,26%,x,x,-2%,x,x,-1%,x
CS(=O)(=O)N(CC(=O)N1CCc2ccccc2C1)c1cccc([N+](=O)[O-])c1,-5%,-2%,12%,-0.3%,-20%,x,2,-4%,0%,-2%
O=C(NCC(c1cccs1)N1CCOCC1)c1cc(=O)[nH]c2ccccc12 (configuration not stated),0%,-1%,-7%,-0.7%,15%,-2%,-3,0%,-6%,x
CCCCc1nc2cc(C(=O)N3CCNC(=O)C3CC(=O)OC)ccc2o1 (configuration not stated),11%,-12%,8%,-1.2%,0%,5%,-7,8%,x,3%
COCCCNC(=O)c1ccc(-n2nc(C(F)(F)F)cc2-c2cccs2)cc1,-3%,-19%,11%,0.0%,u,-4%,-3,16%,-9%,-1%
O=C(O)c1ccc(S(=O)(=O)c2ccc3c(c2)C(=O)N(NC(=O)c2cccnc2)C3=O)cc1,13%,-14%,18%,-0.8%,11%,-25%,-2,-5%,-10%,1%
